# COUP-TFII inh: NR2F2 transcriptional activity inhibitors, primary screen, cell-based, luciferase reporter, HEK293T, luminescence. AID 686940, 2013. COUP transcription factor 2 (Homo sapiens), P24468. HEK293T NGFI-A luciferase reporter. hit rate 0.7% among 370,000. inhibition, % at 8.6 µM;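 active means inhibition above a per-plate cutoff, mean inhibition of test wells between control levels plus 3 SD, cut at about 38% in these data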;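 further: cells cotransfected with COUP-TFII expression vector driving the NGFI-A reporter; 0% = median of COUP-TF2 test wells and 100% = reporter-only cells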
# Target sequence (P24468 whole entry, looked up): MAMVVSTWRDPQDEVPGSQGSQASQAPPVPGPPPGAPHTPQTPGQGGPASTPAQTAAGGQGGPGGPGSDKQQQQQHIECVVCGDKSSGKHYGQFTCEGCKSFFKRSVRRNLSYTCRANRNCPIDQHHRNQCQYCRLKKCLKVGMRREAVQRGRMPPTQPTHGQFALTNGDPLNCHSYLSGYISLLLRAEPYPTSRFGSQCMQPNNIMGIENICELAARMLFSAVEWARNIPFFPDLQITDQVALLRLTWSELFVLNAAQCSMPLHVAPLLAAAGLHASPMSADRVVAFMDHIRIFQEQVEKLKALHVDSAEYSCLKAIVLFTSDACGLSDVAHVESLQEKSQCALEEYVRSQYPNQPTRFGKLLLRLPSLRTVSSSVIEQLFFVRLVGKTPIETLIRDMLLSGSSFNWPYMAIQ
# KKLEB cytotox: cytotoxicity in KKLEB CF airway cells, primary screen, cytotoxicity control for CF NF-kB inhibitor project, cell-based, uHTS, fluorescence assay plates | activity change (cytotoxicity), % at 5 µM | hit rate 0.36% among 360,000 | AID 602141, 2011 | KKLEB CF airway cells viability, ATPlite luminescence, overnight; active compounds read low; cells stimulated with P. aeruginosa culture filtrate;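 active means corrected activity change at or below -50% at 5 µM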
# C8 TRAIL sens: viability loss with TRAIL in NB7+C8 cells, primary screen, TRAIL sensitizer project, cell-based, ATPlite luminescence. inhibition (viability loss, TRAIL sensitization), % at 10 µM. hit rate 1% among 360,000;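 active means compounds causing at least 50% loss of cell viability in the single-dose screen, relative to plate controls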
# CF NFkB inh: inhibitors of PAF-induced NF-kB signaling, primary screen, cell-based, GFP fluorescence, uHTS; KKLEB NF-kB-GFP reporter, GFP fluorescence overnight; inhibition, % at 5 µM; hit rate 0.86% among 360,000;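 active means at least 50% inhibition at 5 µM, scaled per plate between neutral and stimulator controls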;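 further: PAF is a Pseudomonas aeruginosa culture filtrate used as stimulus; plate controls were PAF-stimulated DMSO wells for no effect and unstimulated DMSO wells for full effect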
# TWEAK-Fn14 inh: inhibitors of TWEAK-Fn14 signaling, primary screen, luciferase reporter cells, uHTS; TWEAK-stimulated Fn14 reporter cells, luciferase luminescence, 8 h; inhibition, % at 10 µM; hit rate 2% among 360,000; AID 1159606, 2016; in the data active means inhibition above about 50%
# NCOA2 inhibitor: inhibition of GAL4-SRC2 driven luciferase reporter, primary screen, SRC2 inhibitor project, cell-based, luminescence; Nuclear receptor coactivator 2 (Homo sapiens), Q15596; HEK293 GAL4-SRC2 luciferase reporter; inhibition, % at 9 µM; hit rate 0.17% among 370,000; AID 651957, 2012;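 active means inhibition above the mean inhibition of all tested compounds plus 3 SD, set per campaign, cut at about 52% in these data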;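 further: 0% = DMSO treated cells and 100% = cells given Gossypol at 36 µM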
# EBV LMP1 NFkB: EBV LMP1-driven NF-kappaB luciferase reporter inhibitors, primary screen, cell-based, luminescence, single point | LMP1-induced NF-kappaB luciferase reporter cells | inhibition, % at 12.5 µM | hit rate 0.69% among 350,000; in the data active means inhibition above about 41%;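 further: 0% = neutral control wells and 100% = reference inhibitor control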
# SRC3 inh: SRC3 coactivator transcriptional activity inhibitors, primary screen, cell-based, luminescence; Nuclear receptor coactivator 3 (Homo sapiens), Q9Y6Q9; HEK293 GAL4-SRC3 luciferase reporter; inhibition, % at 3.6 µM; hit rate 0.17% among 360,000; AID 588352, 2011;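 active means inhibition above a per-campaign cutoff, the mean of all compounds plus 3 SD, cut at about 60% in these data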;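 further: 0% = DMSO-treated cells and 100% = gossypol-treated cells at 36 µM; higher means less SRC3-driven luciferase light from the GAL4 reporter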
# TROY NFkB inh: inhibitors of TROY-driven NF-kB signaling, primary screen, Q293 LMP1-TROYcd cells, NF-kB luciferase, uHTS; Q293 LMP1-TROYcd NF-kB luciferase reporter, 4 h; inhibition, % at 10 µM; hit rate 0.98% among 360,000;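 active means compounds whose plate-normalised and pattern-corrected inhibition of the luciferase reporter signal at the single screening dose is 50% or more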
# NR5A2 inv ag: LRH-1 (NR5A2) inverse agonists, primary screen, cell-based, luminescence, HEK293T, StAR-luciferase reporter | LRH-1 transfected, 24 h | Nuclear receptor subfamily 5 group A member 2 (Homo sapiens), O00482 | inhibition, % at 3.6 µM | hit rate 0.13% among 360,000;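 active means inhibition above the mean inhibition of all tested compounds plus 3 SD, cut at about 73% in these data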;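 further: 0% = DMSO wells and 100% = reporter-only cells lacking LRH-1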
# Target sequence (O00482 whole entry, looked up): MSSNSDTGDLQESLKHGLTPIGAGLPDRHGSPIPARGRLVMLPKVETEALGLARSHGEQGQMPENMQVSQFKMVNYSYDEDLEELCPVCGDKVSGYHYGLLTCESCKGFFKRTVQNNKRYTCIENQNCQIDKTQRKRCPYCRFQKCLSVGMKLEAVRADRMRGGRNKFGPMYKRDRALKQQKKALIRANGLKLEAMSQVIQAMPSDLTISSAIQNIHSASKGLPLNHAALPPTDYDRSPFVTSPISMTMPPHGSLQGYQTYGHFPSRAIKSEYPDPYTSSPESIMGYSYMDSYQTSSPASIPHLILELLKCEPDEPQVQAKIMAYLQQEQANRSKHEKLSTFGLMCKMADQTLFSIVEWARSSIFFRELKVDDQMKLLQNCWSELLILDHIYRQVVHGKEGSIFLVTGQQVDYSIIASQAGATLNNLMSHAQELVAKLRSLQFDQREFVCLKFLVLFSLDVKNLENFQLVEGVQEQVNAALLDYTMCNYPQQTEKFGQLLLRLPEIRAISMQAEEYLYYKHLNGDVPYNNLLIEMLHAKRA
# SRC1 inh: SRC1 coactivator transcriptional activity inhibitors, primary screen, cell-based, luminescence | hit rate 0.12% among 360,000 | AID 588354, 2011 | inhibition, % at 3.6 µM | Nuclear receptor coactivator 1 (Homo sapiens), Q15788 | HEK293 GAL4-SRC1 luciferase reporter;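 active means inhibition above the campaign mean plus 3 SD, with each screening campaign given its own cutoff, cut at about 60% in these data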;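 further: 0% = DMSO treated cells and 100% = gossypol at 36 µM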
# Starred values were filed as active, the others as inactive; · = not tested or not shown.
# Start of the data: the first 2 compounds, ahead of the listing:
# Every second line gives: C8 TRAIL sens	CF NFkB inh	NR5A2 inv ag	TROY NFkB inh	EBV LMP1 NFkB	SRC3 inh	TWEAK-Fn14 inh	KKLEB cytotox	SRC1 inh	COUP-TFII inh	NCOA2 inhibitor
- O=C1C(=C(I)I)c2ccccc2-c2ccccc21
    94*	82*	44	64*	12	-33	104*	-100*	-77	28	86*
- COC(=O)c1ccc(C(=O)OC)c(NC(=O)/C=C/C(=O)O)c1
    -9	3	-3	-1	-7	8	1	0	-5	-3	-31

# All compounds of this part, previewed entries included:
# Every second line gives: C8 TRAIL sens	CF NFkB inh	NR5A2 inv ag	TROY NFkB inh	EBV LMP1 NFkB	SRC3 inh	TWEAK-Fn14 inh	KKLEB cytotox	SRC1 inh	COUP-TFII inh	NCOA2 inhibitor
- O=C1C(=C(I)I)c2ccccc2-c2ccccc21
    94*	82*	44	64*	12	-33	104*	-100*	-77	28	86*
- COC(=O)c1ccc(C(=O)OC)c(NC(=O)/C=C/C(=O)O)c1
    -9	3	-3	-1	-7	8	1	0	-5	-3	-31
- CCc1noc(C)c1C(=O)N1CCCC(C(=O)c2cc(F)ccc2F)C1 (stereo not drawn)
    -6	-11	19	-4	-13	-5	-5	-2	9	6	16
- COc1cc(/C=C/C(=O)O)cc(S(=O)(=O)Nc2ccccc2C(=O)NCCc2ccccc2)c1OC
    0	-11	-25	-16	-20	-44	-2	5	-18	-10	-39
- Cn1c([N+](=O)[O-])cnc1N1CCN(c2nncs2)C1=O
    -20	-11	2	-27	-3	9	-7	14	7	3	-19
- COc1ccc(-n2c(=O)c(CCC(=O)N3CCC(C)CC3)nc3ccccc32)cc1
    -8	24	17	-9	-1	6	13	-5	0	4	14
- O=C(CN(CC1CCCO1)C(=O)CCC(=O)Nc1ccccn1)NCC1CCCO1 (stereo not drawn)
    1	0	5	4	-4	7	-3	0	5	0	5
- COc1ccc(NC(=O)C(CC(=O)O)Cc2ccc(Cl)cc2)cc1 (stereo not drawn)
    -4	1	14	2	23	9	17	-10	-10	-14	-30
- O=C(NNc1ncnc2c1cnn2-c1ccccc1)c1cccs1
    11	-2	-20	-18	-2	4	-8	2	-4	0	-12
- Cc1nc2cc(C(=O)N3CCN(C)CC3)ccc2n1C
    -12	-22	2	-5	5	-13	0	11	-1	-11	7
- CCN(CC)CCN(C(=O)C1=COCCO1)c1nc2ccc(C)cc2s1
    18	30	-12	-59	0	-43	-14	-14	-35	10	-26
- CCc1cccc(C)c1NC(=S)NCc1cccn1C
    1	4	-10	13	-9	1	2	-5	-26	14	5
- CC(=O)Cn1nnc2sc3c(c2c1=O)CCC(C(C)(C)C)C3 (stereo not drawn)
    14	16	-64	-19	-30	-69	-7	-3	-111	-4	-52
- CCOC(=O)c1c(C)c(C(=O)NC2CCCCC2)c(C)n1CC
    -7	11	20	0	-7	23	-35	-5	-1	13	-8
- COc1ccc(N=Nc2nc3ccc(Br)cc3n2C)cc1
    80*	0	-32	-32	-25	-24	21	-48	-62	-30	-44
- CC(NC(=O)c1cc2ccccc2oc1=O)c1ccccc1 (stereo not drawn)
    -1	-6	3	-29	1	-26	-33	-4	-1	-4	-26
- O=C(NN=C1CCCC1)c1cccc(O)c1
    -4	-4	14	-22	3	2	15	4	-2	-15	-85
- CCS(=O)(=O)N1CCN(Cc2nc3ccccc3c(=O)[nH]2)CC1
    3	-3	8	-12	-1	-10	-5	4	-15	-25	2
- S=C(NC1CCCCC1)N1CCc2[nH]c3ccccc3c2C1
    8	-29	-11	4	-1	2	-3	1	-11	17	-15
- COc1cc(OC)cc(-c2cc3nc(C)c(CCC(=O)O)c(C)n3n2)c1
    4	1	53	58*	53*	55	90*	-7	53	89*	78*
- CNC(=O)CN(Cc1ccccc1)S(=O)(=O)c1ccc(Cl)cc1
    -12	-21	-1	8	-1	-5	1	5	10	-29	15
- C#Cc1ccc([C@@H]2C=C(C(=O)NC3CC3)O[C@H](OCc3ccc(CO)cc3)C2)cc1
    13	-20	-3	-21	5	-7	-28	18	-8	1	-11
- COc1ccc(-n2nc(C(=O)NCC(=O)NCCc3ccc(OC)c(OC)c3)c3ccccc3c2=O)cc1
    12	10	12	-7	8	11	31	1	-17	20	-41
- Cc1ccc(C(=O)NNC(=O)c2ccc(C)cc2)cc1
    -5	5	4	-39	10	2	19	-3	-7	-28	-19
- O=C(COC(=O)C1CCN(S(=O)(=O)c2cccs2)CC1)Nc1ccccc1Br
    -6	-4	-6	-17	-5	-9	3	13	-10	-4	17
- COc1ccc(CC(=O)O/N=C(\N)Cc2cccc3ccccc23)cc1
    11	-25	2	-10	10	-4	1	5	-14	-17	5
- CC(Sc1ccsc1[N+](=O)[O-])C(=O)N1CCN(c2ccccn2)CC1 (stereo not drawn)
    -2	17	-7	12	-6	-11	8	-4	-5	0	-13
- N#C/C(=C\c1ccc(-c2ccc([N+](=O)[O-])cc2Br)o1)C(=O)N1CCN(c2ccccc2)CC1
    -9	-7	8	0	6	5	-16	4	-10	-7	17
- CCOC(=O)c1[nH]c2ccc(OCC)cc2c1NC(=O)CN1CCN(c2ccccc2)CC1
    16	14	-13	2	-2	-9	28	-7	-20	-2	-25
- CC1Cn2c(nc3sc4c(c3c2=O)CC(C)(C)OC4)N1CCO (stereo not drawn)
    -4	6	15	-16	-5	6	-16	-2	-17	23	-7
- COC(=O)c1cc(S(=O)(=O)N2CCOCC2)ccc1Sc1ccccc1N
    6	-8	-18	-11	1	1	6	-2	21	1	9
- O=C(CCCC(=O)N(CC(=O)NC1CCCCC1)Cc1ccc2c(c1)OCO2)Nc1ccccn1
    -4	7	-10	29	-3	3	-6	-4	-58	4	5
- COC(=O)c1ccccc1NC(=S)NC(=O)c1ccc2c(c1)OCO2
    11	13	-24	-25	-12	9	37	-16	-24	3	-19
- O=C(N/N=C/c1ccccc1C(=O)O)C(=O)N1CCCCC1
    3	10	-5	-15	7	7	-10	15	7	22	3
- CCCSc1nnc(-c2ccccc2NC(=O)CC)c(=O)[nH]1
    18	-13	-24	-6	-12	-1	3	0	-5	8	7
- COC(=O)c1cc2c(N)c(C(=O)c3ccc(Cl)cc3)sc2nc1C(OC)OC
    18	-3	7	-7	6	-11	-6	-11	-4	0	7
- CCC(=O)N=c1sc2ccccc2n1-c1ccccc1
    -7	30	11	-5	-1	2	-3	-15	-8	7	-24
- CSCCC(NC(=O)c1ccco1)C(=O)N1CC(C)OC(C)C1 (stereo not drawn)
    12	1	-18	5	0	9	8	17	2	0	15
- COc1cccc(CN2CCN(Cc3nc4c(s3)CCCC4)CC2CCO)c1 (stereo not drawn)
    -2	-7	6	13	5	20	2	-9	9	7	9
- COc1ccccc1C(=O)Nc1ccc(N2CCN(Cc3ccccc3)CC2)cc1
    -13	-22	3	4	8	4	-17	4	17	10	14
- C[C@@H](C(=O)NCC1CC1)[C@H]1C[C@]1(C)[C@H](NC(=O)OCc1ccccc1)c1ccccc1
    0	6	4	-7	-2	0	-26	12	-5	15	2
- Cn1c(SCC(=O)Nc2cccc3ccccc23)nc(O)cc1=O
    2	-2	8	3	0	-30	-4	2	-24	-17	-16
- O=C(CN1CCCCC1)Nc1scc2c1c(=O)oc1ccccc12
    2	-4	-8	-45	-21	-4	-27	-1	-25	-24	-35
- COCCNC(=O)c1ccc(CSc2nc3ccccc3s2)cc1
    -1	-20	-7	-7	-2	-50	14	18	-20	-6	-23
- COc1cc(OC)nc(Nc2nc(C(N)COCc3ccccc3)cs2)n1 (stereo not drawn)
    17	-1	9	6	·	5	-31	-13	14	-6	-17
- O=C(Nc1ccccc1)C1CCCN(C(=O)c2ccc(Cl)cc2)C1 (stereo not drawn)
    -4	3	2	-12	-7	4	-2	8	-24	-3	-20
- O=C(CCC(=O)OCC(=O)c1ccc(F)cc1)NC1CCCCC1
    -6	-1	-4	-11	2	13	1	-24	-3	8	17
- COc1ccc(NC(=O)C2Cc3c(-c4ccc(NC(C)=O)cc4)ccnc3O2)cc1OC (stereo not drawn)
    0	20	18	2	·	-8	0	-21	8	-5	2
- COC(=O)c1ccc(N=C2S/C(=C\c3cc(C)n(-c4cccnc4)c3C)C(=O)N2C)cc1
    -4	15	6	13	-11	-2	14	1	-8	-5	5
- CCn1c2ccccc2c2nc3cc(OC)c(OC)cc3nc21
    39	-29	-16	-31	-14	-51	-7	-5	-56	-44	-51
- O=C(CN1C2CCCC1CC(NC(=O)c1ccccc1)C2)Nc1ccccc1 (stereo not drawn)
    -1	-2	0	-6	7	6	7	1	-17	-13	3
- CCCc1cc(=O)oc2cc(C)cc(OC(C)C(=O)NCc3ccncc3)c12 (stereo not drawn)
    -10	2	-2	8	8	-2	-22	8	10	3	-12
- CN(CC(=O)Nc1ccc(Cl)cc1)CC(=O)Nc1cc(Cl)ccc1C#N
    -2	-12	1	-21	-12	15	-1	2	2	8	-2
- Cc1cccc(C)c1-n1nnnc1C(c1ccnc2ccccc12)N(C)Cc1ccccc1 (stereo not drawn)
    10	·	-1	15	·	·	-13	·	·	-7	-33
- O=C(Nc1ccc2c(c1)OCO2)c1c(Cl)nc2sccn12
    10	6	-90	-34	-19	-87	-11	4	-125	-14	-7
- CC[C@H](C)[C@@H]1NC(=O)c2cc([N+](=O)[O-])cc(F)c2OCC[C@@H](C(N)=O)NC(=O)[C@H](CCCCN)NC1=O
    10	10	11	1	1	3	-18	-6	13	-18	-14
- O=C(c1ccc(C(F)(F)F)cc1)N1CCC(=O)N([C@H](COCc2ccccc2)Cc2ccccc2)CC1
    10	·	13	-6	·	·	14	·	·	-6	-41
- COc1cccc(-c2cc(C(=O)NCC3CCCO3)c3cc(Br)cc(C)c3n2)c1 (stereo not drawn)
    5	-63	-12	-45	-59	13	-27	1	-4	-33	-11
- Cc1ccccc1-c1cc(C(=O)n2cccn2)c2cc(Cl)ccc2n1
    10	-2	-28	10	4	-50	-52	1	-4	18	-8
- CCCC(=O)Nc1ccc(Cl)c(NC(=O)c2ccco2)c1
    2	-16	3	0	-5	12	-7	12	9	-2	20
- O=C(Nc1ccc(N2CCN(C(=O)c3cccs3)CC2)cc1)c1cccnc1
    -4	18	16	18	5	4	-5	-6	3	10	19
- COc1ccccc1N1CN(Cc2ccccc2)CNC1=S
    1	3	-4	-17	-1	27	-5	7	11	-7	4
- Cc1n[nH]c(=O)c2c(NC(=O)CSc3ccc(F)cc3)oc(C)c12
    -11	-12	-2	-6	4	16	2	10	-4	-8	-11

# From PubChem BioAssay
